High-throughput results deposited in PubChem BioAssay by National Center for Advancing Translational Sciences (NCATS).
SW480 rerep: A quantitative high throughput screen for small molecules that induce DNA re-replication in SW480 colon adenocarcinoma cells | SW480 DNA re-replication, Hoechst DNA content imaging, 48 h | Potency, µM (top dose mostly 46.1 µM), inactives show at the top dose re-replication activation, most hits filed as activators | hit rate 1.8% among 340,000; also: potency is read from the fitted curve at half-maximal effect; % of control where 0% means no effect; nearly all actives have a fitted effect of over 55% in size
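Per well, 250 cells were exposed to pinned compound for 48 hr. Nuclear DNA was visualised with Hoechst (40 min, 37 C) and total object intensity recorded by fluorescence scanning.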
DRD3 agonist: qHTS of D3 Dopamine Receptor Agonist: qHTS. hit rate 0.58% among 410,000. D3R DiscoveRx beta-arrestin cells, luminescence, 90 min. D(3) dopamine receptor (Homo sapiens), P35462. max activation, %; in the data active = max activation above about 30%; also: 0% is about no effect; mostly tested at two doses, the higher about 12 µM
Target sequence (P35462 whole entry, looked up): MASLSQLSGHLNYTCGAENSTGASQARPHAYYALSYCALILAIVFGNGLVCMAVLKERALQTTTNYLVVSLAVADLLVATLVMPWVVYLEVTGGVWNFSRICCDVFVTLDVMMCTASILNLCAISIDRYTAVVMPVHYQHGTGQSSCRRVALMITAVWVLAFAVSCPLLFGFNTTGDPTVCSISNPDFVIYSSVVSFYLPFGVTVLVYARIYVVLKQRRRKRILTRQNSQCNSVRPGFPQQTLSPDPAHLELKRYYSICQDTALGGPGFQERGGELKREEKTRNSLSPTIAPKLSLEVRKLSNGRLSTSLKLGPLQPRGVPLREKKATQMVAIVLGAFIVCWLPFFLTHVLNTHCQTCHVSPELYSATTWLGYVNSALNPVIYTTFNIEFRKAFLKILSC
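Agonist mode: compounds and dopamine controls were applied to plated cells for 90 min at 37 degrees C after an overnight attachment at 1500 cells/well. Luminescent read-out followed 30 - 60 minutes at room temperature with DiscoveRx detection reagent.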
IL-1B inflam inh: qHTS for Inhibitors of Inflammasome Signaling: IL-1-beta AlphaLISA Primary Screen | AID 743279, 2014 | hit rate 4.7% among 360,000 | THP-1 LPS/ATP IL-1B secretion, AlphaLISA, 16 h; hits give low values | activity change, % at 57.5 µM; in the data active = activity change below about -50%; inconclusive = mostly about -30% to -49%; also: % is scaled to controls: 0 for no effect and ±100 for the full control effect
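Secreted IL-1B measured by AlphaLISA bead assay after 16 h compound exposure of THP-1 cells; compounds (final up to 57.5 uM) added 1 h before LPS (250 ng/mL) and ATP (1.25 mM) stimulation; lower signal means less secretion.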
HT1080NT lethal: qHTS for induction of synthetic lethality in tumor cells producing 2HG: qHTS for the HT-1080-NT fibrosarcoma cell line; Potency, µM (highest dose often 46.1 µM), for the others: top-dose activity, negative = less viability, usual class: cytotoxic; hit rate 1.6% among 360,000; AID 686970, 2013; HT-1080-NT fibrosarcoma viability, CellTiter-Glo ATP luminescence, 48 h;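 also: NT is the 2HG producing partner of a matched IDH1 knockdown line; potency is read from the fitted curve at half-maximal effect; 0% = DMSO-treated cells and -100% = media-only wells without cells; nearly all actives have a fitted effect of over 55% in size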
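HT-1080-NT fibrosarcoma cells (2HG-overproducing), 750 cells/well in RPMI with 5% FBS, dosed after 2 h and incubated 48 h at 37C. CellTiter-Glo luminescence normalized to DMSO and no-cell wells; concentration-response curves fitted and classed.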
KB-V1 MDR tox: qHTS assay for MDR1-selective chemotherapeutics: Primary screen using the drug-selected MDR subline cells KB-V1; KB-V1 MDR cells viability, CellTiter-Glo, 72 h; AID 1347076, 2019; Potency, µM (highest dose often 46.1 µM), for inactives: at the highest dose activity change, negative = cytotoxicity, actives largely listed as cytotoxic; hit rate 3.4% among 400,000; also: potency is read from the fitted curve at half-maximal effect; % is scaled to controls: 0 for no effect and ±100 for the full control effect; nearly all actives have a fitted effect of over 60% in size
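Compound-treated KB-V1 multidrug-resistant cells, 72 h, 37 degrees C; viability by CellTiter-Glo. Fitted qHTS curves give the values.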
MCF10A rereplic: A quantitative high throughput screen for small molecules that induce DNA re-replication in MCF 10a normal breast cells; MCF 10A DNA re-replication, Hoechst nuclear intensity, 48 h; hit rate 2.9% among 350,000; Potency, µM (doses to about 46.1 µM), for inactives: at the highest dose activity, positive = re-replication, usual class: activators; AID 624296, 2012; also: potency is read from the fitted curve at half-maximal effect; % of control where 0% means no effect; nearly all actives have a fitted effect of over 50% in size
GLP1R cytotox: qHTS of GLP-1 Receptor Inverse Agonists: Cytotox Screen | Potency, µM (titrated, usually from 38.3 µM), without a hit: at the top dose activity change, negative = inhibition, hits mostly inhibitors | HEK293 cAMP-luciferase reporter cells, luminescence, 24 h | hit rate 0.13% among 410,000;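 also: loss of luciferase light is scored as toxicity; potency is read from the fitted curve at half-maximal effect; % is scaled to controls: 0 for no effect and ±100 for the full control effect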
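Compound-treated cells are incubated 24 hr at 37 deg C under 5% CO2 after a 12 hour attachment period, then luciferase detection reagent is added and luminescence is measured following 12 min at room temperature; lowered signal indicates toxicity.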
HT1080 IDH1KD tx: qHTS for induction of synthetic lethality in tumor cells producing 2HG: qHTS for the HT-1080-IDH1KD cell line; hit rate 2% among 360,000; AID 686971, 2013; HT-1080 IDH1 knockdown viability, ATP luminescence, 48 h; Potency, µM (titrated, usually from 46.1 µM), inactives show top-dose activity, negative = toxicity, usual class: cytotoxic;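 also: potency is read from the fitted curve at half-maximal effect; 0% = DMSO wells and -100% = cell-free medium wells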
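Assay cells: HT-1080 with IDH1 knockdown, 750 per well, RPMI/5% FBS. Exposure: 48 h at 37 °C following 2 h pre-incubation. Read: CellTiter-Glo luminescence; fitted concentration-response, curve class assigned.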
KB-3-1 tox: qHTS assay for MDR1-selective chemotherapeutics: Primary screen using the parental adenocarcinoma cell KB-3-1. KB-3-1 viability, CellTiter-Glo ATP luminescence, 72 h. Potency, µM (series often up to 46.1 µM), for inactives: at the highest dose activity change, negative = cytotoxic, hits mostly cytotoxic. hit rate 1.4% among 400,000. AID 1347075, 2019; also: potency is read from the fitted curve at half-maximal effect; % is scaled to controls: 0 for no effect and ±100 for the full control effect; nearly all actives have a fitted effect of over 60% in size
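Cytotoxicity measured as CellTiter-Glo luminescence after 72 h at 37 C. Compound titrations were pinned onto drug-naive KB-3-1 parental adenocarcinoma cells grown in DMEM with 10% FBS, and normalized data fitted to concentration-response curves.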
An asterisk follows results filed as active; i = inactive; ? = inconclusive; . = not tested or not shown; [ ] = another dose, or the depositor's remark. Unless noted, calls follow the shape of the dose curve; as a rule, active = well fitted curve in the direction sought with a large enough effect; inconclusive = small, poorly fitted or top-dose-only effect, or another doubt; inactive = no such curve, though single readings can be large; an effect the other way counts as inactive or inconclusive.

SMILES | SW480 rerep | DRD3 agonist | IL-1B inflam inh | HT1080NT lethal | KB-V1 MDR tox | MCF10A rereplic | GLP1R cytotox | HT1080 IDH1KD tx | KB-3-1 tox
CCOc1ccc(-n2c([S-])c(C(=O)Nc3ccc(S(=O)(=O)N4CCOCC4)cc3)[n+]3cc(C(N)=O)ccc23)cc1 | 1% | -3 | 8 | 11% | ? | 4% | 26% | 0% | 4%
Cc1ccc(-c2noc(CSc3nnc(-c4ccccc4)n3C)n2)cc1 | -10% | 6 | 8 | 2% | -10% | 12% | -6% | -2% | 5%
COC(=O)c1sc(NC(=O)COc2ccccc2OC)nc1C | 1% | -9 | -21 | 0% | ? | -1% | -26% | 22% | -1%
O=C(Cn1ncn2c(cc3sccc32)c1=O)NC1CCCC1 | -5% | -1 | -22 | -1% | -22% | -13% | 6% | 0% | -17%
CC(=O)c1ccc(NC2CC(O)C(O)CO2)cc1 (stereo not drawn) | -2% | -2 | 9 | 1% | 7% | -7% | 9% | 0% | 7%
O=C(COC(=O)Cc1c[nH]c2ccccc12)Nc1cc(S(=O)(=O)N2CCOCC2)ccc1Cl | 0% | 0 | 23 | 0% | -19% | 15% | -7% | 0% | 4%
CCCCN(C)CCNC(=O)CN1C(=O)CSc2ccc(S(=O)(=O)N3CCCC3)cc21 | -7% | 1 | -8 | 3% | -2% | -1% | 1% | 9% | 0%
N/C(=N/O)c1nc(N2CCCC2)nc(N(c2ccccc2)c2ccccc2)n1 | ? | -3 | -3 | -11% | ? | ? | -3% | -12% | ?
Cc1ccc(C(O)CCc2ccc(N)cc2)cc1 (stereo not drawn) | 0% | -21 | -21 | 5% | -4% | 12% | 17% | 1% | 14%
CCC1CCCCN1C(=O)c1ccc(OC2CCN(Cc3ccccn3)CC2)cc1 (stereo not drawn) | 3% | 1 | -4 | 3% | -2% | ? | 11% | 1% | -2%
CN(C)c1ccc(CNC(=O)CCC(=O)N2Cc3ccccc3Oc3ncccc32)cc1 | . | 3 | . | . | 8% | . | -3% | . | 0%
COC(=O)c1ccccc1NC(=O)c1cc2n(n1)C(C(F)F)CC(C(F)F)N2 (stereo not drawn) | -2% | -3 | -20 | -26% | 4% | ? | 5% | ? | 4%
CN(Cc1cnccn1)C(=O)C1CCC(=O)N(CCc2ccccc2)C1 (stereo not drawn) | 0% | 5 | 0 | -2% | ? | -5% | 2% | 5% | 1%
CC(=O)N1CCc2cc(S(=O)(=O)CCC(=O)N3CCN(c4cc(C)ccc4C)CC3)ccc21 | 4% | 4 | -14 | 21% | 7% | 6% | -11% | 4% | -5%
COc1ccc2[nH]c(C(=O)NCCN3CCCCC3)cc2c1 | 12% | -16 | 21 | 14% | 4% | -22% | 12% | 10% | -1%
CCOC(=O)Cn1c(=NC(=O)C(C)(C)C)sc2cc([N+](=O)[O-])ccc21 | 9% | 2 | -9 | ? | -1% | 1% | -5% | ? | 13%
Cc1ccc(-c2nc3ccccc3n3c(-c4ccccc4)c4c(=O)n(C)c(=O)n(C)c4c23)cc1 | . | -6 | . | . | 2% | . | -5% | . | -13%
CCN(CC)C(=O)Cn1cc(C(=O)C(=O)NCCCN2CCCCC2)c2ccccc21 | -24% | -5 | i | 3% | 6% | 2% | -1% | -1% | -7%
COc1ccccc1CC(=O)NC1CCC(C)CC1 (stereo not drawn) | 4% | 1 | -16 | 26% | 1% | -5% | 0% | 20% | 13%
COc1cc(C(=O)NCC2CCCO2)ccc1OCc1ccc(Cl)cc1Cl (stereo not drawn) | -31%[inhibitor] | -7 | -86* | -17% | ? | 16% | -14% | -10% | -1%
Cc1ccc(Cn2ccc(NC(=O)c3cc(-c4cccs4)on3)n2)cc1 | 1% | -11 | -13 | 7%[9.24 µM] | 7% | -5% | -14% | -8% | 5%
O=C(N/N=C/c1ccc(Br)s1)c1ccncc1 | 10µM* | 13 | 4 | -22% | -10% | ? | ? | -16% | -19%
CC(=O)N1C(=O)C(=C2C=C(C)OC(C)=C2)c2ccccc21 | -1% | 1 | -6 | 14% | 0% | 4% | 4% | 10% | 3%
CC1(C)Cc2c(c(N3CCOCC3)nc3sc(C(=O)N4CCCCC4)c(N)c23)CO1 | -7% | 3 | -25 | -21% | 3% | 7% | -12% | -12% | 1%
CCN1CN(Cc2ccccc2)CNC1=S | . | -15 | 0 | 12% | -8% | 0% | 8% | -3% | 0%
COc1ccc(C(=O)NNC(=O)C2=NN(c3ccccc3)C(=O)CC2)cc1 | -28% | 3 | -8 | -5% | 0% | 0% | 2% | -4% | 20%
CN(C)c1cc(C(=O)N(C)c2ccccc2)ncn1 | . | 5 | 55 | ? | 4% | . | -2% | 28% | 0%
COc1ccc(C(=O)NCc2ccccc2OC)cc1 | -5% | 1 | -6 | 19% | 16% | 15% | 2% | 9% | -11%
CCN(CC)c1ccc2cc(C(N)=O)c(=O)oc2c1 | ? | -1 | 12 | -9% | -26% | 14% | 286%[activator] | -13% | -7%
CC1CC(=O)N(CC(=O)NC2CCCCC2)c2ccccc2S1 (stereo not drawn) | 10% | 5 | 0 | 5% | -12% | 3% | -5% | 7% | 2%

In the list so far, these have two or more sulfur atoms.
SMILES | SW480 rerep | DRD3 agonist | IL-1B inflam inh | HT1080NT lethal | KB-V1 MDR tox | MCF10A rereplic | GLP1R cytotox | HT1080 IDH1KD tx | KB-3-1 tox
CCOc1ccc(-n2c([S-])c(C(=O)Nc3ccc(S(=O)(=O)N4CCOCC4)cc3)[n+]3cc(C(N)=O)ccc23)cc1 | 1% | -3 | 8 | 11% | ? | 4% | 26% | 0% | 4%
CCCCN(C)CCNC(=O)CN1C(=O)CSc2ccc(S(=O)(=O)N3CCCC3)cc21 | -7% | 1 | -8 | 3% | -2% | -1% | 1% | 9% | 0%

(further entries)
SMILES | SW480 rerep | DRD3 agonist | IL-1B inflam inh | HT1080NT lethal | KB-V1 MDR tox | MCF10A rereplic | GLP1R cytotox | HT1080 IDH1KD tx | KB-3-1 tox
COC1OC2COC(c3ccccc3)OC2C2OC12 (stereo not drawn) | -3% | 0 | -18 | 9% | 13% | 0% | -6% | 14% | -18%
CC(=O)[C@H]1CC[C@@H](c2ccccc2)N(S(=O)(=O)c2ccc(C)cc2)C1 | . | 6 | 7 | 5% | ? | . | -7% | -2% | -5%
O=C(CSC1=Nc2ccccc2C2=NC(Cc3ccccc3)C(=O)N12)Nc1ccccc1 (stereo not drawn) | . | -12 | . | . | -11% | . | -6% | . | -3%
CN(C)c1ccc(NC(=O)CSc2nc(N)c(C(=O)Nc3ccc(N(C)C)cc3)s2)cc1 | 9% | 3 | ? | -26% | 0% | 2% | -24% | ? | 0%
Cc1c(C(=O)NC(C)c2ccccc2)sc2nc3n(c(=O)c12)CCCC3 (stereo not drawn) | . | 2 | . | . | 6% | . | 1% | . | -6%
Cc1ccc2nc(SCc3nc4ccccc4c(=O)[nH]3)[nH]c2c1 | 1% | 0 | -98* | -13% | ? | ? | 7% | -11% | 0%
COCCCNC(=O)c1ccccc1N(Cc1ccccc1)S(=O)(=O)c1ccccc1 | 23% | 1 | 0 | -1% | 5% | 14% | 2% | -5% | -1%
C=CCn1c(SC(C)C(=O)NC2(C#N)CCCCC2)nnc1-c1ccc(OC)cc1 (stereo not drawn) | -18% | -4 | ? | 16% | -1% | 1% | -41% | 8% | 8%
COC(=O)C1=C(C)C(c2ccc(OC)cc2)NC(=S)N1 (stereo not drawn) | 4% | 4 | 6 | 8% | -22% | -7% | -1% | 4% | -7%
O=C(CN1C(=O)C2CCCCN2c2ccc(C(=O)N3CCCC3)cc21)NCc1cccc(F)c1 (stereo not drawn) | . | 8 | . | . | 1% | . | -12% | . | 5%
N#C/C(=C\c1ccc(Br)s1)C(=O)N1CCN(c2ccccc2)CC1 | 0% | 9 | -2 | 8% | 18µM* | ? | 3% | 14% | 9%
Cc1ccc(C)c(-n2c(SCC(=O)Nc3nonc3C)nnc2-c2ccoc2C)c1 | 12% | 3 | -4 | 4% | -26% | 19% | -13% | 11% | -27%
CC(C)n1c(O)c(/C=C2\C=Nc3ccccc32)sc1=Nc1ccccc1 | 0% | 23 | -25 | 0% | -3% | ? | -6% | -20% | 3%
CCc1ccc(OCC(=O)NC2CCCCC2)c(Br)c1 | ? | -4 | -9 | -15% | -7% | 47% | 13% | ? | 0%
CCCCNC(=O)COC(=O)c1ccc(C)c(NC(=O)c2ccco2)c1 | -2% | -2 | 2 | -1% | -10% | -32%[inhibitor] | 15% | 18% | -5%
COCc1[nH][nH]c(=O)c1C=Nc1ccc(C(F)(F)F)cc1 | -1% | -2 | -10 | -9% | 24% | 3% | 5% | 0% | -2%
CC(Sc1nnc(CN2CCCC2)n1Cc1ccccc1)C(=O)Nc1ccccc1 (stereo not drawn) | -20% | -5 | 20 | 2% | 23% | 7% | 4% | 3% | 0%
CN(C(=O)CSc1ncnc2sccc12)C1CCCCC1 | -4% | 6 | -14 | 13% | 5.2µM* | 3% | -20% | 12% | -1%
O=C(CCc1nc2ccccc2c(=O)[nH]1)OCc1nnc(-c2ccccc2)o1 | 2% | -5 | 13 | 5% | -8% | ? | -2% | 0% | 8%
Cc1c(Cl)cccc1-n1c(SCC(=O)N2CCC(C(=O)O)CC2)nnc1-c1ccncc1 | -8% | 2 | 3 | -8% | 5% | 3% | -10% | -5% | 2%
